CHO-K1 Ca antag = M1 antagonist counterscreen hit in parental CHO-K1 cells. ATP-induced calcium, Fluo-8 fluorescence. AID 602250. inhibition, % at 3 µM. hit rate 0.6% among 360,000;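 active = inhibition above a per-plate cutoff, the plate's mean sample inhibition plus 3 SD, cut at about 24% in these data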;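 also: 0% = DMSO plus EC80 ATP and 100% = DMSO alone without ATP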
CHO-K1 Ca ag = counter-screen for M1 agonists: effect in parental CHO-K1 cells. hit rate 0.48% among 360,000. Fluo-8 calcium fluorescence; scaled to maximal ATP response, vehicle zero. AID 602248. activation, % at 3 µM; in the data active = activation above about 15%;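 also: untransfected CHO-K1 host cells lacking M1 receptor as counterscreen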
CHRM1 antagonist = antagonists of human M1 muscarinic receptor; P11229; CHO-K1 hM1, Fluo-8 calcium fluorescence, ACh EC80 antagonist; inhibition, % at 3 µM; hit rate 1.3% among 360,000;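 active = percent inhibition above its own plate's cutoff, namely the mean of that plate's compound wells plus 3 SD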;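 also: peak over basal fluorescence ratio during 140 s after agonist addition; 0% = ACh EC80 plus DMSO and 100% = DMSO alone without agonist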
Target sequence (P11229 whole entry, looked up): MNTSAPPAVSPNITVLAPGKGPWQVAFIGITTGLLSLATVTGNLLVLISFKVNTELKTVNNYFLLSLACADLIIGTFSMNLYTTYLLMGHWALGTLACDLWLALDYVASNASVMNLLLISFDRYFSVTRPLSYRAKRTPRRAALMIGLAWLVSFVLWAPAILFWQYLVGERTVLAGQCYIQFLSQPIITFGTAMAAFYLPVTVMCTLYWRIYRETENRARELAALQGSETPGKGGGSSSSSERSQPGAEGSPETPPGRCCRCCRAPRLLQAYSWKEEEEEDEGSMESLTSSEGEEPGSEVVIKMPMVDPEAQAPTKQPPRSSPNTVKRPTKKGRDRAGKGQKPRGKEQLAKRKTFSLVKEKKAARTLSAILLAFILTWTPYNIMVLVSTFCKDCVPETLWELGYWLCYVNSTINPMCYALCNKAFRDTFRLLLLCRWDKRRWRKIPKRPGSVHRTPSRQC
TAAR1 antag = human TAAR1 antagonism. hit rate 1.5% among 360,000. AID 624466. Q96RJ0. inhibition, % at 3 µM. CHO RD-HGA16 TAAR1, Fluo-8 calcium fluorescence, antagonist;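 active = inhibition above a per-plate cutoff, the mean inhibition of test compounds on that plate plus 3 SD, cut at about 49% in these data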;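 also: 0% = DMSO plus EC80 beta-PEA response and 100% = DMSO alone without agonist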
Target sequence (Q96RJ0 whole entry, looked up): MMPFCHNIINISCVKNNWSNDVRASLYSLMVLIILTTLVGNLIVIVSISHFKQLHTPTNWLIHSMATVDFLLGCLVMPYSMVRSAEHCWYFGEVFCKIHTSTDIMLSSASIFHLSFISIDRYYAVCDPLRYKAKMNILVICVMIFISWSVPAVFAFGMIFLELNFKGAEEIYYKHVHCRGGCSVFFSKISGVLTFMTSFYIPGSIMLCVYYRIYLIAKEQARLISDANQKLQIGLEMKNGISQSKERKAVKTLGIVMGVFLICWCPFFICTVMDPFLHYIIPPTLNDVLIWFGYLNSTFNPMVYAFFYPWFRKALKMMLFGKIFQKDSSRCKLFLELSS
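Test system: CHO RD-HGA16 cells bearing hTAAR1 | Reagent: β-PEA, EC80 | Compound dosing: 3 µM, single point | Schedule: Dye loading 75 min at 37 °C, then 30 min room temperature | Signal: Calcium fluorescence with Fluo-8 | Evaluation: Percent inhibition of PEA-evoked calcium signal, max/basal emission ratio | Control set: DMSO-only wells and EC80 β-PEA-stimulated wells | Repeats: Singlicate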
CHRM1 PAM = human CHRM1 positive allosteric modulation | P11229 | activation, % at 3 µM | hit rate 0.088% among 360,000 | CHO-K1 hM1, Fluo-8 calcium fluorescence, ACh EC20; 0% = ACh EC20, 100% = maximal ACh; in the data active = activation above about 19%, passing the limit was not always enough
TAAR1 ag = human TAAR1 agonism; CHO RD-HGA16 TAAR1, Fluo-8 calcium fluorescence; vehicle wells 0%, saturating PEA agonist 100%; activation, % at 3 µM; hit rate 0.99% among 360,000; AID 624467;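 active = activation above the mean activation of all test compounds in the run plus 3 SD, cut at about 38% in these data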
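Assay system – CHO-derived RD-HGA16 cells with stable Gα16 and human TAAR1 · Compound dosing – one-point dosing at 3 µM (nominal) · Incubation – 17-24 h seeding, 75 min 37 °C dye, 30 min RT · Measured by – kinetic Fluo-8 calcium fluorescence · Control set – DMSO vehicle as 0%, PEA at EC100 as 100% · Repeats – single well for each compound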
CHRM1 agonist = activates human CHRM1 receptor; AID 588814; P11229; hit rate 0.33% among 360,000; CHO-K1 hM1, Fluo-8 calcium fluorescence, agonist mode; 0% DMSO, 100% acetylcholine EC100; activation, % at 3 µM;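 active = activation above the run's mean compound activation plus 3 SD, cut at about 16% in these data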;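 also: peak over basal fluorescence ratio within a 140 s kinetic read after compound addition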
CHO-K1 Ca PAM = nonselective activator or artifact in parental CHO-K1 calcium assay; hit rate 0.02% among 360,000; AID 602247; activation, % at 3 µM; ATP EC20, Fluo-8 calcium fluorescence; 0% at ATP EC20, 100% at ATP max;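 active = activation above the run cutoff, the mean activation of all test compounds plus 3 SD, cut at about 40% in these data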;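 also: peak over basal fluorescence ratio in a 140 s read after ATP addition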
CHO parental Ca = counter-screen for OX1R antagonists: effect in parental CHO cells | parental CHO-K1, ATP-induced calcium, Fluo-8 fluorescence | inhibition, % at 5.6 µM | hit rate 0.63% among 330,000;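 active = inhibition above that plate's mean sample inhibition plus 3 SD, cut at about 26% in these data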;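 also: 0% = ATP-challenged DMSO wells and 100% = DMSO wells without ATP; some compounds past the cut are filed as inactive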
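Test system: untransfected parental CHO cell line. Compound: one dose, 5.6 µM nominal. Detection: intracellular calcium via Fluo-8 no-wash fluorescent dye. Measure: % inhibition. Benchmarks: ATP-challenged DMSO wells low, unchallenged DMSO wells high.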
Numbers without * were called inactive; / = not tested or not shown; & = joins results of further samples.

SMILES | CHO-K1 Ca antag | CHO-K1 Ca ag | CHRM1 antagonist | TAAR1 antag | CHRM1 PAM | TAAR1 ag | CHRM1 agonist | CHO-K1 Ca PAM | CHO parental Ca
C[N+](C)(C)CCN1C(=O)CSC1=O | -11 | 0.3 | -3 | -21 | 0 | 1 | 6 | 15 | -2
O=C(Nc1ccc(F)c(Cl)c1)c1cncs1 | -6 | 2.1 | -9 | -3 | 9 | 4 | 0 | -2 | -8
COc1ccc(CCNC(=O)c2ccc(Cl)cc2)cc1OC | -12 | 0.4 | -3 | -2 | 7 | 4 | -3 | 6 | -11
Cc1cc(Cn2nc(-c3ccccc3)cc2C(=O)NCC2CC2)on1 | 2 | -0.4 | -7 | -5 | 9 | 3 | -2 | -12 | -17
N#Cc1cccc(C(=O)Nc2cccc(S(=O)(=O)N3CCCC3)c2)c1 | 18 | 1.1 | 38* | -21 | -21 | 5 | -6 | -10 | -10
Cc1ccc(-c2csc3ncnc(SCC(=O)c4ccc5c(c4)OCCO5)c23)cc1 | -18 | 1.2 | 0 | 2 | 8 | 5 | -2 | 23 | 1
CCn1cc(C(=O)NCCC(C)C)c(=O)c2cc(F)c(N3CCN(C)CC3)cc21 | 18 | 0.2 | 0 | -2 | 7 | 0 | -7 | -7 | -16
CCN(CC)CCN1C(=O)C(=O)/C(=C(/O)c2ccc(C)cc2)C1c1cccnc1 (stereo unspecified) | -7 | 2.4 | -1 | 4 | 5 | -2 | -3 | 19 | 2
Cc1c(CCC(=O)N[C@@H](CC(C)C)C(=O)O)c(=O)oc2cc3oc4c(c3cc12)CCCC4 | 6 | -0.8 | -3 | -8 | 21 | 4 | 3 | -11 | -4
Cc1ccc(SCCC(=O)N2CCOCC2)cc1 | -21 | 0.8 | -23 | 4 | 4 | -2 | -2 | 7 | 4
C=CCN=C1SC(C)C(=O)N1S(=O)(=O)c1ccccc1 (stereo unspecified) | 9 | -0.2 | 0 | 7 | 0 | 6 | -4 | -7 | -7
CC(=O)NC(c1ccccc1)c1nc(-c2cncnc2)cs1 (stereo unspecified) | -2 | 0.2 | -6 | -5 | 4 | 0 | -3 | 2 | /
CCC(C)(C)C(=O)Nc1ccc(OC)cc1[N+](=O)[O-] | -4 | 0.1 | 2 | / | 0 | / | -8 | 9 | -11
Cc1cc(C(=O)N2CCN(Cc3ccc4c(c3)OCO4)CC2)on1 | 1 | -0.1 | -1 | 4 | 2 | 1 | -3 | 6 | -4
COc1ccc(OCc2nc3c4c(ncn3n2)-c2ccccc2CC42CCCC2)cc1 | 3 | 0.0 | -17 | 19 | 9 | -1 | -6 | 3 | -4
Cc1cc(C)c(S(=O)(=O)N(C)CC(=O)NCc2ccccn2)c(C)c1 | -5 | 0.3 | 1 | -16 | 3 | 0 | -13 | -3 | -3
COc1ccc(C[C@@H]2OC3(C=CC(=O)C=C3)O[C@H]2Cc2ccc(OC)cc2)cc1 | 2 | 1.1 | 1 | / | 6 | / | -4 | 13 | /
CCN1CCN(Cc2ccc(NC(=O)c3cc(NC(=O)c4ccno4)cc(OC)c3)cc2C(F)(F)F)CC1 | 2&-8 | 1.6&1.5 | 11&-4 | 14&13 | 0&0 | 7&8 | -8&-9 | 2&-3 | -6
CC1(C)CC(N2CCN(C(c3ccccc3)c3ccccc3)CC2)=CC(=[N+]2CCCCC2)C1 | 14 | 7.0 | 73* | 8 | -23 | 4 | -4 | 7 | 29*
CCCCCOC(=O)CSc1nnc(-c2ccccc2)c(=O)[nH]1 | 3 | 0.3 | -7 | -11 | 4 | 3 | -3 | -5 | -5
O=S(c1ccccc1)C(c1ccccc1)c1ccccc1 (stereo unspecified) | -13 | -0.7 | -12 | -5 | 4 | -1 | -5 | 18 | /
O=C(NCc1ccncc1)c1ccc(S(=O)(=O)Nc2ccccc2)cc1 | -10 | 1.2 | -4 | -16 | 3 | 2 | -3 | -7 | -7
O=c1nc(-c2ccccc2)n(-c2ccccc2)c2ncccc12 | -3 | 0.4 | 12 | -5 | -4 | 1 | -5 | 8 | -12
COc1ccc(S(=O)(=O)Nc2ccc(F)cc2)c(C)c1C | 2 | 0.7 | 15 | 24 | -2 | 14 | -1 | -3 | -6
Cc1ccccc1N1CCN(CC(=O)NCc2ccc(Cl)cc2)CC1 | 6 | 1.1 | -6 | -14 | 5 | 4 | -4 | 6 | -11
Cc1ccc(CSc2nc(N)cc(N)n2)cc1 | 2 | 0.1 | -11 | -16 | 14 | 2 | -1 | -2 | 6
O=C(COC(=O)c1n[nH]c2ccccc12)NCc1ccccc1 | 5 | 1.2 | -9 | 1 | 8 | 6 | 0 | 14 | 4
Cc1ccc(C(=O)N2CCN(c3ncccn3)CC2)cc1 | -11 | 2.2 | -5 | 8 | 5 | 2 | -4 | 21 | /
Cc1nc(C)c(-c2ccc(SCc3ccccc3C)nn2)s1 | -7 | -1.1 | -5 | -41 | -1 | -2 | -3 | -25 | -35
FC(F)(F)c1ccccc1CN1CCN(C2CCCCCC2)CC1 | -3 | 0.8 | 18 | 3 | -26 | 8 | -12 | 7 | -15
CCCCNC(=S)N(C)/N=C/c1ccc2c(c1)OCO2 | 4 | -0.3 | 6 | 13 | -15 | 5 | -10 | -3 | -18
O=C(Nc1ccc(N2CCCCC2)cc1)C(Cl)c1ccccc1 (stereo unspecified) | -9 | 0.3 | -14 | -19 | 12 | 9 | -8 | 21 | -6
C=CCNS(=O)(=O)c1ccc(N2C(=O)c3ccccc3C2=O)cc1 | -11 | 2.9 | -10 | -17 | 9 | 7 | -3 | 1 | -9
O=C(NC(=O)c1ccccc1)Nc1ccccc1 | 17 | 7.0 | 10 | 5 | -4 | 2 | -1 | -4 | 0
O=C(N/N=C/C(Br)=C/c1ccccc1)c1n[nH]c2c1CCC2 | -15 | -0.5 | -1 | / | -1 | / | 0 | 0 | -20
O=C(Nc1ccc(C(=O)N2CCOCC2)cc1)C1CC1 | 2 | -0.1 | -2 | 12 | 1 | 2 | -3 | -6 | /
CCOC(=O)/C(C#N)=N/Nc1ccccc1C(=O)O | -10 | -0.3 | -18 | -14 | 8 | -2 | -3 | 13 | -9
Cc1[nH]c2ccc(C(=O)NCCCN3CCCCC3)cc2c1C | -22 | 0.1 | 3 | -31 | 1 | 1 | -6 | 11 | -10
O=C(NCC(c1ccco1)N1CCN(c2ccc(F)cc2)CC1)C1CCCCC1 (stereo unspecified) | -8 | -0.2 | 0 | -22 | -2 | -1 | -8 | 15 | -46
COc1ccc(NC(=O)CNC(=O)c2ccc([N+](=O)[O-])cc2)cc1 | -5 | 0.6 | -5 | -9 | 5 | 0 | -2 | 9 | -1
Cc1cc(C)n(/N=C/c2cc(Cl)cc(Cl)c2O)c(=O)c1 | -3 | 1.3 | -2 | 11 | 8 | 8 | -7 | 20 | -8
Cc1nc(-c2ccccc2)nc(-c2ccccc2)n1 | 11 | -0.4 | 7 | -10 | -5 | 5 | 6 | -9 | -1
CCOC(=O)C1=C(N)OC2=C(C(=O)CC(C)(C)C2)C1c1ccccc1OC (stereo unspecified) | -5 | -0.3 | -11 | -19 | 16 | 0 | -2 | 1 | -4
O=[N+]([O-])c1cccc(/C=N/Nc2nc(C(Cl)(Cl)Cl)nc3ccccc23)c1 | 0 | 0.2 | 1 | 29 | -1 | 6 | -5 | 2 | -11
Cc1cc(CN2CCC(n3nccc3NC(=O)c3ccccc3Cl)CC2)cc(C)c1O | 4 | 1.2 | -2 | -12 | 1 | 2 | -4 | 0 | -11
CCOC(=O)c1sc(NC(=O)CSc2nc3cccnc3n2C)nc1C | 8 | 2.9 | -7 | 4 | 4 | 4 | 0 | 3 | -8
CCCn1c2ccccc2c2cnn(CC(=O)NCCOC)c(=O)c21 | -6 | 0.3 | -1 | 6 | 4 | -1 | -5 | -1 | /
CCN1CCN(c2ccc(NC(=O)c3cccc(S(=O)(=O)N4CCCC4)c3)cc2)CC1 | -2 | 0.7 | 74* | 4 | -28 | 2 | -7 | 16 | -11
CCOC(=O)c1ccc(NC(=O)C2C3CCCCC32)cc1 (stereo unspecified) | -3 | 3.9 | -16 | 19 | 7 | 7 | -5 | 17 | /
CCCCN1C(=O)C(CC(=O)NCC2CCCCC2)CC(C(=O)N2CCOCC2)=C1C (stereo unspecified) | -5 | 0.4 | -9 | 4 | 7 | 0 | -5 | 5 | /
CN(C(=O)c1cccc(NC(=O)Cc2ccc(NC(=O)C3CCN(C(=O)C4CCCC4)CC3)cc2)c1)C1CCCCC1 | -7 | 0.3 | -3 | -5 | 1 | 2 | -3 | -8 | /
C=Cc1ccc(Cn2nc(-c3ccccc3)ccc2=O)cc1 | 7 | 9.3 | 12 | 7 | -8 | 0 | 2 | -7 | 50*
COc1ccc(/C=C/C(=O)NCCC(=O)N2CCCN(C)CC2)cc1 | -16 | 0.5 | -5 | -6 | 4 | 0 | -5 | -7 | -3
COc1ccc(CNC(=O)CSc2nnc3c(n2)[nH]c2ccc(C)cc23)cc1 | -3 | 0.5 | 3 | -12 | 1 | 0 | -3 | -6 | -10
COc1ccc(CCN(C)C2CCCN(C(=O)CCC(F)(F)F)C2)cc1OC (stereo unspecified) | -4 | 2.2 | -10 | -19 | 3 | 5 | -10 | 18 | -11
NC(=O)CC(NC(=O)c1ccc(Br)cc1)c1ccc(NCc2ccc(F)c(F)c2)c([N+](=O)[O-])c1 (stereo unspecified) | -8 | 0.6 | -7 | 6 | 9 | 14 | -4 | 4 | 4
Cn1c(N)c(C(=O)CSc2nc(N)cc(=O)[nH]2)c(=O)n(C)c1=O | 3 | -0.1 | -6 | 4 | 12 | 15 | -5 | 18 | 2
O=C(O)c1nn(CC(=O)N2CCC(Cc3ccccc3)CC2)c(=O)c2ccccc12 | -9 | 2.1 | 4 | 12 | -2 | 5 | -4 | 2 | -11
Cc1c(NCc2ccccc2O)c(=O)n(-c2ccccc2)n1C | -22 | 1.1 | -11 | -8 | 3 | 3 | -1 | 12 | -8
CC(OC(=O)C1CCC(=O)N1)C(=O)Nc1cc(Cl)cc(Cl)c1 (stereo unspecified) | -3 | 0.6 | -2 | 1 | 2 | 2 | -5 | -2 | 1

Source: PubChem BioAssay

Rows were taken by chance (roughly 4.4% active in at least one column).
